K1F lysis inhibition: inhibition of K1F phage lysis, E. coli UTI89, bacterial capsule biogenesis inhibitors, alamar blue (AID 488966) | inhibition, % at 100 µM; hits with a dose series show IC50 in µM | actives 0.02% (n = 340,000) | E. coli UTI89 K1F phage lysis, alamar blue, 2 h; higher % means a stronger effect;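 active = phage lysis inhibition, versus mean bacterial control, above a set limit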;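 also: capsule biogenesis inhibitors block K1F phage lysis so surviving cells raise fluorescence; higher fluorescence means more inhibition of phage lysis; actives were called in the ten point dose series up to 300 µM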
Numbers without * were called inactive; [ ] = another dose, or the depositor's remark.

SMILES	K1F lysis inhibition
Cc1cc(=O)oc2cc(OCC(=O)Nc3cccnc3)ccc12	2.5%
C=CCC(NC(=O)c1ccc(C#N)cc1)C(=O)NCCC (stereo not given)	0.5%
Cc1cccc(NS(=O)(=O)c2ccc(C)c(C(=O)NCC(c3cccs3)N3CCOCC3)c2)c1 (stereo not given)	0.3%[50 µM]
N#Cc1ccccc1OCC(=O)Nc1ccc(N2CCOCC2)cc1N1CCOCC1	0.2%[50 µM]
COC(=O)[C@@]1(Cc2ccccc2)[C@H]2C(=O)N(Cc3ccccc3)C(=O)[C@H]2[C@H]2CN=C(SCC3CC3)N21	0.3%
CC1CN(C(=O)c2ccccc2NS(=O)(=O)c2ccc(Cl)cc2)CC(C)O1 (stereo not given)	-2.6%
Cc1cc(C(=O)NC2CCCCCC2)c2ccccc2n1	-4.3%
Cc1ccc(SC2=C(N(C)C)C(=O)c3ccccc3C2=O)cc1	-1.8%
CC(NC(=O)COC(=O)c1nc(Cl)ccc1Cl)c1ccccc1 (stereo not given)	-2.2%
CCCCOc1ccc(S(=O)(=O)N2CCN(c3ccc(N4CCN(CC)CC4)nn3)CC2)cc1	1.6%[50 µM]
CCCN(CC(=O)Nc1ccccc1C)C(=O)C1CC(=O)N(c2ccccc2OCC)C1 (stereo not given)	1.3%[50 µM]
CC(=O)c1c(C)[nH]c(C(=O)CSc2nnc(NC3CC3)s2)c1C	1.7%[50 µM]
CCN(C(=O)COc1ccc2ccc(=O)oc2c1)C1CCCCC1	0.0%[50 µM]
COCCn1c(SCC(=O)NCCCN2CCCC2=O)nc2sc3c(c2c1=O)CCCC3	0.4%[50 µM]
CCC1(c2ccc(F)cc2)NC(=O)N(CC(=O)N2c3ccccc3CC2C)C1=O (stereo not given)	0.2%[50 µM]
CCOC(=O)c1nn(-c2ccc(C)cc2)c(=O)cc1OCC(=O)Nc1ccc(OC)cc1	-1.4%
O=C1c2cc([N+](=O)[O-])ccc2-c2cc(Br)c(N=C(NO)C(F)(F)F)cc21	-0.8%
COc1ccc(C)cc1NC(=O)C(c1ccccc1)N1CCN(CC(=O)N2CCCC2)CC1 (stereo not given)	0.7%[50 µM]
CC(C)(C)c1ccc(OCCC(=O)OCC(=O)Nc2ccc(N3CCOCC3)cc2)cc1	2.2%[50 µM]
CC(C)NC(=O)c1cccc(NC(=O)CC2SC(N3CCCCC3)=NC2=O)c1 (stereo not given)	1.0%[50 µM]
CC[C@@H]1C=C(C(=O)O)[C@H](c2cccc(C)c2)N1S(=O)(=O)c1ccc(C)cc1	0.2%
O=C(CSc1nc(C(F)(F)F)cc(=O)[nH]1)Nc1nccs1	-1.1%
O=C(C[C@H]1C[C@H](C(=O)N2CCOCC2)[C@@]2(CCC3CCCC3)c3[nH]c4cc(-c5ccco5)ccc4c3CCN2C1=O)NCCc1ccccn1	0.3%
O=C(CSc1cccc(C(F)(F)F)c1)Nc1ccc(N2CCOCC2)cc1	-0.1%[50 µM]
COc1ccccc1-n1cnnc1SCC(=O)NC1CCCC1	-1.5%
COc1ccc(NC(=O)C2=NN(c3ccccc3)C(=O)CC2)cn1	0.7%[50 µM]
O=C(Cc1ccc(F)cc1)OCC(=O)N1CCN(S(=O)(=O)c2ccc(Cl)cc2)CC1	1.3%[50 µM]
COc1cc(/C=C/C(=O)OCC(=O)NC(=O)NCc2ccco2)ccc1OC(F)F	-1.7%
O=C(NCc1ccccc1)c1onc(CSc2ccccc2)c1C(=O)NCc1ccccc1	0.1%
CC(=O)OCC(=O)C1(O)CCC2C3CC(F)C4=CC(=O)CCC4(C)C3C(=O)CC21C (stereo not given)	0.5%
CC(O)C(NC(=O)OCc1ccccc1)C(=O)OCc1ccccc1 (stereo not given)	0.2%[50 µM]
O=C(CCNC(=O)c1ccco1)NNC(=O)c1ccc(Br)cc1	1.1%[50 µM]
CCN1C[C@@H]2[C@@H]3C(=O)N(Cc4ccccc4)C(=O)[C@@H]3[C@](Cc3ccccc3)(C(=O)OC)N2C1=NC	0.2%
CCCCn1c(N)c(N(CCC(C)C)C(=O)C2CSC3(C)CCC(=O)N23)c(=O)[nH]c1=O (stereo not given)	1.1%[50 µM]
COC(=O)[C@H]1C[C@@H](c2ccccc2)[C@H](C)C1(C)C	0.5%
COc1ccc(S(=O)(=O)N2CCC3(CC2)OCCN3S(=O)(=O)c2ccccc2)cc1OC	0.2%[50 µM]
COc1ccc(Cl)cc1C(=O)OCC(=O)c1ccc[nH]1	1.0%[50 µM]
CN(CC(=O)Nc1ccc(F)cc1)CC(=O)N1CCCCC1	0.2%[50 µM]
O=C(COC(=O)/C=C/c1ccco1)Nc1cc(S(=O)(=O)N2CCOCC2)ccc1Cl	0.4%[50 µM]
CN(C)c1ccsc1C(=O)NNS(=O)(=O)c1ccc(Cl)cc1	-1.3%
CCOC(=O)N1CCN(CC(=O)NC(=O)Nc2ccc3c(c2)OCCO3)CC1	1.7%[50 µM]
CC(=O)Oc1cc(C(=O)OCC(=O)NC23CC4CC(CC(C4)C2)C3)cc(OC(C)=O)c1OC(C)=O	1.0%[50 µM]
COc1ccccc1CC(=O)OCC(=O)N1CCN(c2ccc(F)cc2)CC1	1.2%[50 µM]
COc1ccc(Cc2nnc(SC(C)C(=O)Nc3ccc(F)cc3Cl)o2)cc1 (stereo not given)	1.0%[50 µM]
O=S(=O)(c1ccc(Br)cc1Cl)N1CCCN(c2ccc(C(F)(F)F)cn2)CC1	-2.4%
CCOCCCNC(=O)C1CCN(S(=O)(=O)c2c(C)noc2/C=C\c2ccc(OC)cc2)CC1	-0.1%
N#Cc1ccsc1NC(=O)C1CCN(S(=O)(=O)c2cccs2)CC1	1.2%[50 µM]
CC1CC(C)CN(c2nc3c(c(=O)n(C)c(=O)n3C)n2CCSc2nc3ccccc3o2)C1 (stereo not given)	-0.5%
C=CCC[C@@H](Cc1ccc(F)cc1)C(=O)OC[C@@H](Cc1ccccc1)NC(=O)[C@H](CC=C)CC(=O)NCCO	0.0%
COc1ccc([C@H]2CC(=O)C=C(c3ccc(CNC(=O)OC(C)(C)C)cc3)C2)cc1	2.2%
Additional results
SMILES	K1F lysis inhibition
Cc1ccc(S(=O)(=O)n2cc(-c3ccccc3)c3ccccc32)cc1	2.4%
CC1(C)Cc2cccc(OCC(=O)NCc3ccc(F)cc3)c2O1	0.6%[50 µM]
Cc1noc(C)c1COc1ccc(C(=O)Nc2ncccc2O)cc1	1.0%[50 µM]
OCC[C@H]1C[C@H](O)[C@@H](O)[C@]2(OCCc3ccccc32)O1	3.1%
CN(C)CCC(C(=O)c1ccccc1)c1ccccn1 (stereo not given)	-1.4%
COc1cn(-c2ccccc2)nc1C(=O)OCC(=O)Nc1ccc(C)c(C)c1	2.5%[50 µM]
Cc1noc(C)c1-c1csc(N2CCC(C(N)=O)CC2)n1	1.0%
CCN(CC)S(=O)(=O)c1ccc(OC)c(NC(=O)CSCc2c(C)noc2C)c1	-1.9%
CCOC(=O)C1=C(COC(=O)CCS(=O)(=O)c2ccc(C)cc2)NC(=O)NC1C (stereo not given)	0.4%[50 µM]
Cc1cccc(OCCC(=O)Nc2ccc(C)c(S(=O)(=O)N3CCOCC3)c2)c1	-0.4%
O=C(NCC(F)(F)F)c1ccc(S(=O)(=O)N2CCN(C(=O)C3CCCO3)CC2)cc1 (stereo not given)	-0.4%
Cc1noc(C)c1S(=O)(=O)N(C)C[C@H]1Oc2ccc(NC(=O)Cn3cnnn3)cc2C(=O)N([C@H](C)CO)C[C@@H]1C	-0.1%
COc1cc(NC(=O)C2=COCCO2)c(OC)cc1Cl	1.5%[50 µM]
C=CCN([C@@H](CC(C)C)C(=O)OC)S(=O)(=O)N(CC=C)[C@@H](CC(C)C)C(=O)OC	0.5%
C[C@@]12C(=O)N(c3ccc(Br)cc3)C(=O)N1[C@@H]1c3ccccc3OC[C@@H]1[C@H]2c1ccccc1	4.3%
Cc1ccc(NC(=O)COc2ccccc2C(=O)NCc2ccccc2)cc1	0.1%[50 µM]
Cc1ccc(C(=O)C(C)OC(=O)CCS(=O)(=O)c2ccc(C)cc2)cc1 (stereo not given)	0.4%[50 µM]
Cc1c(NC(=O)C(C)OC(=O)c2ncc(Cl)c(Cl)c2Cl)c(=O)n(-c2ccccc2)n1C (stereo not given)	1.5%[50 µM]
O=C(COC(=O)c1ccc(F)cc1)NCC1COc2ccccc2O1 (stereo not given)	0.1%[50 µM]
Nc1c(C(=O)CSc2nnnn2-c2ccccc2)c(=O)[nH]c(=O)n1C1CC1	0.3%
COc1cc(NC(=O)C[n+]2ccc(C(=O)c3ccccc3)cc2)cc(OC)c1	0.9%[50 µM]
CN(C(=O)c1cccc(NC(=O)Cc2ccc(NC(=O)C3CCCN(C(=O)C4CCC4)C3)cc2)c1)C1CCCCC1 (stereo not given)	0.1%
COc1ccc(CC(=O)Oc2ccc(Cl)cc2Br)cc1S(=O)(=O)N1CCOCC1	1.8%[50 µM]
C[C@@H]1ON(C)[C@H]2C[C@H]3c4cc(N5CCN(C)CC5)ccc4CCN3C(=O)[C@@H]12	0.7%
COc1ccccc1-c1sc2cc3c(cc2c1C#CCO)OCO3	0.1%
O=C(Nc1ccc(Nc2ccccc2)cc1)c1c(Cl)cccc1Cl	1.1%
Cc1cc(C)c(NC(=O)COC(=O)C2CCCCC2)c(C)c1	0.5%[50 µM]
CN(CC(=O)Nc1ccc(Cl)cc1)CC(=O)Nc1cccc2ccccc12	-0.5%[50 µM]
CS(=O)(=O)c1ccc(C(=O)OCC(=O)c2ccc(Cl)s2)cc1	0.4%[50 µM]
COC(=O)[C@@]12CCCN1[C@H](c1ccc(-c3ccc(Cl)c(Cl)c3)cc1)[C@H]1C(=O)N(C)C(=O)[C@H]12	2.9%
COc1ccccc1N(C)S(=O)(=O)c1ccc(C(=O)NCc2ccccc2CN2CCCC2)cc1	0.1%
COc1ccc(NC(=O)Cc2ccc(C)c(C)c2)cc1S(=O)(=O)N1CCCCC1	-2.6%
CNC(=O)c1c(NC(=O)CCS(=O)(=O)c2ccccc2)sc2c1CCN(C(=O)OC)C2	0.4%[50 µM]
COc1cccc2oc(CCc3ccccc3)cc(=O)c12	-0.7%
CC(=O)N(C)c1ccc(NC(=O)Cc2cccc3ccccc23)cc1	0.7%
CCOc1ccccc1NC(=O)C(c1ccccc1)N1CCN(C(=O)c2ccco2)CC1 (stereo not given)	-0.2%[50 µM]
Cc1nc2ccccc2n1CC(=O)c1ccc(O)c(O)c1	7.0%
COC(=O)C1CC2=C(CC(C)(C)CC2=O)N(c2ccccc2)C1=O (stereo not given)	0.3%
Cc1ccc(CNC(=O)C(=O)NCCC2CCCCN2S(=O)(=O)c2cccs2)cc1 (stereo not given)	0.7%[50 µM]
Cc1cc(NCCCCCCCNc2cc(C)nc3cc([N+](=O)[O-])ccc23)c2ccc([N+](=O)[O-])cc2n1	13%
CC(=O)OCC(=O)[C@@]12OC(C)(C)O[C@@H]1CC1C3C[C@H](F)C4=CC(=O)C=CC4(C)[C@@]3(F)C(O)CC12C (stereo not given in full)	2.6%
COc1cccc(C(c2cccc(OC)c2)c2ccccc2C(=O)O)c1	1.3%
O=C(COC(=O)CCSc1ccccc1)Nc1ccccc1Br	-0.4%[50 µM]
CCOC(=O)c1cc(C#N)c(N2CCCCC2)nc1-c1ccccc1	2.3%
O=C(CNS(=O)(=O)c1ccccc1F)NNC(=O)c1ccc(Br)cc1	0.3%[50 µM]
CCOC(=O)C1=C(COC(=O)CCc2ccccc2)NC(=O)NC1C (stereo not given)	1.0%[50 µM]
CC1c2cccn2CCN1S(=O)(=O)c1ccc(F)cc1 (stereo not given)	0.9%[50 µM]
CCCCCCCCCCCCCCCC(O)C[N+](C)(C)CCO (stereo not given)	-3.4%
O=C(COC(=O)C1CCCO1)Nc1nc(-c2ccc(F)cc2)cs1 (stereo not given)	-4.2%
COc1ccccc1NS(=O)(=O)c1ccc(C(=O)N2CC(C)OC(C)C2)cc1 (stereo not given)	-0.4%
(cont.)
SMILES	K1F lysis inhibition
NC(=O)c1ccc(NC(=O)COC(=O)CNC(=O)c2sc3ccccc3c2Cl)cc1	-0.3%
CC(=O)c1ccc(N2CCN(C(=O)CNS(=O)(=O)c3ccc4c(c3)OCCCO4)CC2)c(F)c1	1.7%[50 µM]
Cc1cc(C)nc(NC(N)=NCCc2ccccc2)n1	-0.8%
Nc1cc(C(Cl)=C(Cl)Cl)c(S(N)(=O)=O)cc1S(N)(=O)=O	-1.8%

Reformatted: results already given.
Molecule,K1F lysis inhibition
COc1cc(/C=C/C(=O)OCC(=O)NC(=O)NCc2ccco2)ccc1OC(F)F,-1.7%
O=C(NCc1ccccc1)c1onc(CSc2ccccc2)c1C(=O)NCc1ccccc1,0.1%
CC(=O)OCC(=O)C1(O)CCC2C3CC(F)C4=CC(=O)CCC4(C)C3C(=O)CC21C (stereo not given),0.5%
CC(O)C(NC(=O)OCc1ccccc1)C(=O)OCc1ccccc1 (stereo not given),0.2%[50 µM]
O=C(CCNC(=O)c1ccco1)NNC(=O)c1ccc(Br)cc1,1.1%[50 µM]
CCN1C[C@@H]2[C@@H]3C(=O)N(Cc4ccccc4)C(=O)[C@@H]3[C@](Cc3ccccc3)(C(=O)OC)N2C1=NC,0.2%
CCCCn1c(N)c(N(CCC(C)C)C(=O)C2CSC3(C)CCC(=O)N23)c(=O)[nH]c1=O (stereo not given),1.1%[50 µM]
COC(=O)[C@H]1C[C@@H](c2ccccc2)[C@H](C)C1(C)C,0.5%
COc1ccc(S(=O)(=O)N2CCC3(CC2)OCCN3S(=O)(=O)c2ccccc2)cc1OC,0.2%[50 µM]
COc1ccc(Cl)cc1C(=O)OCC(=O)c1ccc[nH]1,1.0%[50 µM]
CN(CC(=O)Nc1ccc(F)cc1)CC(=O)N1CCCCC1,0.2%[50 µM]
O=C(COC(=O)/C=C/c1ccco1)Nc1cc(S(=O)(=O)N2CCOCC2)ccc1Cl,0.4%[50 µM]
CN(C)c1ccsc1C(=O)NNS(=O)(=O)c1ccc(Cl)cc1,-1.3%
CCOC(=O)N1CCN(CC(=O)NC(=O)Nc2ccc3c(c2)OCCO3)CC1,1.7%[50 µM]
CC(=O)Oc1cc(C(=O)OCC(=O)NC23CC4CC(CC(C4)C2)C3)cc(OC(C)=O)c1OC(C)=O,1.0%[50 µM]
COc1ccccc1CC(=O)OCC(=O)N1CCN(c2ccc(F)cc2)CC1,1.2%[50 µM]

A portion of the library; count on the stated rates, not on these rows.
